Assay outcomes deposited in PubChem BioAssay by several laboratories.
Myeloid diff 2 = myeloid differentiation induction. AID 624256. ER-HoxA9 myeloid progenitors, lysozyme-GFP differentiation, flow cytometry. calls only at 10 µM. 360,000 tested, 1% active;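 active = normalized GFP-positive differentiation at or above the plate's own cutoff, the solvent-only control mean plus 3 SD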;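 note: cells exposed to compound for four days before flow analysis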
NTR1 ag = agonists of NTR1, primary screen, imaging, U2OS cells, beta-arrestin-GFP, high content (AID 493036) | NTR1-U2OS beta-arrestin-GFP spot imaging, agonist mode | activation, % at 20 µM | 330,000 tested, 0.17% active;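 active = activation at or above 40% of the spot to cytoplasm intensity ratio, with at least 20 cells analyzed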;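 note: 0% = DMSO without peptide and 100% = 100 nM NTR1 peptide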
Target sequence (P30989 whole entry, looked up): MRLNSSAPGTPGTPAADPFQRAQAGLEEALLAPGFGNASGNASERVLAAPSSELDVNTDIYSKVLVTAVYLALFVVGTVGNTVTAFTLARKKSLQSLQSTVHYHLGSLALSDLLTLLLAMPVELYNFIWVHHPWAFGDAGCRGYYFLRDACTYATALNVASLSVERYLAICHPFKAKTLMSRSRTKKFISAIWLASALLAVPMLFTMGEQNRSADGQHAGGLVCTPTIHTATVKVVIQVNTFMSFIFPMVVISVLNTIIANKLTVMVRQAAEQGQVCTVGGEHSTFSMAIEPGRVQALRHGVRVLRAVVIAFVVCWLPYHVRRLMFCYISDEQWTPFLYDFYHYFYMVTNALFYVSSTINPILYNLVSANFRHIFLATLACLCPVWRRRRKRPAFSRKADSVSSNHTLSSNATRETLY
NTR1 ag cell count 20 µM = further read-out of NTR1 ag, marked with its call; cell count; measured here: cell count, cytotoxicity flag
Myeloid diff 2 GFP+ MAC1+ % = second read-out of Myeloid diff 2, no call of its own (marks repeat the call); GFP+ MAC1+ double positive, %; measured here: differentiation confirmed by MAC1 staining
* hit, by the source's call; i = inactive. An excerpt; rates above refer to the full screens.

Codes: A = Myeloid diff 2; B = Myeloid diff 2 GFP+ MAC1+ %; C = NTR1 ag; D = NTR1 ag cell count 20 µM
[1] CC1CCCCC12NC(=O)N(CC(=O)N1CCN(S(=O)(=O)c3cccs3)CC1)C2=O (stereo not drawn)
  A: i; B: 0.5; C: -0.8; D: 60

[2] CC1CCC2(CC1)NC(=O)N(NC(=O)c1ccc(OC(C)C)cc1)C2=O (stereo not drawn)
  A: i; B: 0.8; C: -0.2; D: 67

[3] COc1ccc(OC)c(C(=O)COC(=O)COc2ccccc2F)c1
  A: i; B: 0.7; C: 2.4; D: 60

[4] COc1cc(/C=C/C(=O)OCC(=O)NCCc2ccc(S(N)(=O)=O)cc2)ccc1OCC#N
  A: i; B: 1.3; C: 0.9; D: 57

[5] COc1ccc(NC(=O)c2ccc(OCC3CCCO3)cc2)cc1Cl (stereo not drawn)
  A: i; B: 1.0; C: 0.5; D: 57

[6] Cc1nc(SCC(=O)N2c3ccccc3NC(=O)CC2C)c2c(C)c(C)sc2n1 (stereo not drawn)
  A: i; B: 0.4; C: 0.3; D: 47

[7] CC(NC(=O)c1ccccc1Cl)C(=O)NCc1cccs1 (stereo not drawn)
  A: i; B: 0.7; C: 0.8; D: 69

[8] Cc1ccc(C(C)C)c2c1C(c1ccc3c(c1)OCO3)CC(=O)O2 (stereo not drawn)
  A: i; B: 1.4; C: 7.4; D: 65

[9] CC(=O)c1cc(Cl)ccc1OCC(=O)NC1CCCC1
  A: i; B: 1.6; C: 2.8; D: 60

[10] O=C(CCN=C1NS(=O)(=O)c2ccccc21)OCc1c(F)c(F)c(F)c(F)c1F
  A: i; B: 0.3; C: 0.2; D: 57

[11] CCN(C1CCS(=O)(=O)C1)S(=O)(=O)c1ccc(Cl)s1 (stereo not drawn)
  A: i; B: 0.7; C: -0.4; D: 70

[12] CCc1ccc2c(COC(=O)C3CC(=O)N(CCc4ccccc4)C3)cc(=O)oc2c1 (stereo not drawn)
  A: i; B: 0.7; C: 0.2; D: 60

[13] Cc1ccc(-c2cccc([C@H]3[C@@H]4C=CC[C@@H](C)[C@@H]4C(=O)N3Cc3ccccc3)c2)cc1
  A: i; B: 2.6; C: 6.5; D: 69

[14] CSCCC(NC(=O)c1ccco1)C(=O)NCc1ccc2c(c1)OCO2 (stereo not drawn)
  A: i; B: 1.5; C: 0.9; D: 57

[15] COc1ccccc1NC(=O)c1ccc2c(=O)n3c(nc2c1)CCC3
  A: i; B: 0.5; C: -0.3; D: 50

Going on with the list.
Codes: A = Myeloid diff 2; B = Myeloid diff 2 GFP+ MAC1+ %; C = NTR1 ag; D = NTR1 ag cell count 20 µM
[16] CCc1ccccc1OCC(=O)Nc1cc(S(=O)(=O)N2CCOCC2)ccc1N1CCCCC1
  A: i; B: 0.7; C: 3.4; D: 71

[17] COc1ccc(C2CC(=O)Oc3ccc(OC)cc32)cc1 (stereo not drawn)
  A: i; B: 0.8; C: 0.7; D: 45

[18] COc1ccc(CNC(=O)CCNC(=O)c2ccco2)cc1OC
  A: i; B: 0.4; C: 2.5; D: 51

[19] O=S(=O)(Cc1ccccc1)N1CCN(Cc2c(F)cccc2Cl)CC1
  A: i; B: 1.1; C: 0.8; D: 76

[20] CCOC(=O)c1ccccc1NC(=O)COC(=O)CCNS(=O)(=O)c1cccs1
  A: i; B: 0.9; C: 2.6; D: 58

[21] O=C(c1ccc(N2CCCC2)c([N+](=O)[O-])c1)N1CCN(S(=O)(=O)c2ccccc2)CC1
  A: i; B: 1.3; C: 2.5; D: 59

[22] COc1ccc2sc(-c3ccccc3OC)c(-c3ccc(OCCN4CCOCC4)cc3)c2c1
  A: i; B: 3.4; C: 5.5; D: 56

[23] COc1cccc(CN(C)C(=O)c2ccc(S(=O)(=O)Nc3ccccc3F)cc2)c1OC
  A: i; B: 0.2; C: -0.3; D: 56

[24] COc1ccccc1CNC(=O)CCCN1C(=O)NC2(CCCC2)C1=O
  A: i; B: 0.3; C: -1.1; D: 63

[25] CCC(=O)CN(Cc1cc(OC)ccc1OC)S(=O)(=O)c1ccccc1Br
  A: i; B: 0.6; C: 1.7; D: 61

[26] O=C(CNS(=O)(=O)c1ccccc1F)NNC(=O)c1ccc(Br)cc1
  A: i; B: 1.0; C: -1.7; D: 48

[27] COc1ccc(S(=O)(=O)Nc2ccc(-n3cnnn3)cc2)cc1Br
  A: i; B: 0.5; C: 0.4; D: 60

[28] O=C(Nc1ccc(F)cc1F)c1ccc2c(=O)n3c(nc2c1)CCC3
  A: i; B: 0.7; C: -0.7; D: 56

[29] CC1=CC[C@@]23CCCN2C(=O)CCC[C@H]3C1
  A: i; B: 0.5; C: -1.1; D: 69

[30] CCOC(=O)[C@H]1[C@H]2COc3ccc(OC)cc3[C@@H]2N2C(=O)c3cc(C)ccc3NC(=O)[C@@]12C
  A: i; B: 0.3; C: 0.9; D: 92

4 successive compounds from above, for reference:
Codes: A = Myeloid diff 2; B = Myeloid diff 2 GFP+ MAC1+ %; C = NTR1 ag; D = NTR1 ag cell count 20 µM
[16] CCc1ccccc1OCC(=O)Nc1cc(S(=O)(=O)N2CCOCC2)ccc1N1CCCCC1
  A: i; B: 0.7; C: 3.4; D: 71

[17] COc1ccc(C2CC(=O)Oc3ccc(OC)cc32)cc1 (stereo not drawn)
  A: i; B: 0.8; C: 0.7; D: 45

[18] COc1ccc(CNC(=O)CCNC(=O)c2ccco2)cc1OC
  A: i; B: 0.4; C: 2.5; D: 51

[19] O=S(=O)(Cc1ccccc1)N1CCN(Cc2c(F)cccc2Cl)CC1
  A: i; B: 1.1; C: 0.8; D: 76

The list continues:
Codes: A = Myeloid diff 2; B = Myeloid diff 2 GFP+ MAC1+ %; C = NTR1 ag; D = NTR1 ag cell count 20 µM
[31] Cc1cc(C(=O)CN2C(=O)C(=O)N(C3CCCC3)C2=O)c(C)n1CCc1ccccc1
  A: i; B: 0.8; C: 0.8; D: 54

[32] COC(=O)[C@@]12CCCN1[C@H](c1ccc(-c3ccc(OC)cc3)c(OC)c1)[C@H]1C(=O)N(C)C(=O)[C@H]12
  A: i; B: 1.4; C: 4.8; D: 87

[33] CC[C@]12c3[nH]c4cc(CCC(=O)N(C)C)ccc4c3CCN1C(=O)[C@@H](CC(=O)NCCN1CCOCC1)C[C@@H]2C(=O)N1CCN(C(=O)C2CC2)CC1
  A: i; B: 1.0; C: 1.1; D: 59

[34] CN(C)C(CNC(=O)C1CCN(S(=O)(=O)c2ccccc2C(F)(F)F)CC1)Cc1ccccc1 (stereo not drawn)
  A: i; B: 1.4; C: -1.8; D: 48

[35] CN(C)C(=O)CCc1ccc2c3c([nH]c2c1)[C@]1(CCc2ccccc2)[C@@H](C(=O)N2CCCCC2)C[C@H](CC(=O)NCCCn2ccnc2)C(=O)N1CC3
  A: i; B: 1.0; C: 0.5; D: 51

[36] Cc1ccc(OCCNC(=O)c2ccccc2OCc2c(C)noc2C)cc1
  A: i; B: 0.0; C: 2.5; D: 57

[37] O=C(CN1C(=O)NC2(CCCCC2)C1=O)Nc1cc(C(F)(F)F)ccc1N1CCCC1
  A: i; B: 0.3; C: 0.5; D: 61

[38] CCN(CC(=O)NCc1cccs1)C(=O)/C=C/c1cc(OC)c(OC)c(OC)c1
  A: i; B: 0.7; C: 3.7; D: 61

[39] Cc1csc(SCC(=O)N(C)C2CCS(=O)(=O)C2)n1 (stereo not drawn)
  A: i; B: 0.7; C: -1.2; D: 36

[40] CC1CC1C(=O)Nc1ccc(S(=O)(=O)N2CCCCC2)cc1 (stereo not drawn)
  A: i; B: 0.7; C: 0.4; D: 60

[41] COC(C/C=C\[C@H](O)COCc1ccccc1)OC
  A: i; B: 0.9; C: 0.0; D: 63

[42] O=S(=O)(/N=C(/Nc1nc2ccccc2s1)c1ccccc1)c1ccc(F)cc1
  A: i; B: 0.2; C: 1.9; D: 51

[43] COc1ccc(NC(=O)CCN2C(=O)C3CC=CCC3C2=O)cc1S(=O)(=O)N1CCCCC1 (stereo not drawn)
  A: i; B: 1.0; C: 1.0; D: 58

[44] CN(Cc1ccccc1F)C(=O)C1CCCN(C(=O)c2ccc(Cl)cc2)C1 (stereo not drawn)
  A: i; B: 0.6; C: -0.3; D: 57

[45] COC(=O)c1ccc(NC(=O)c2cccc(N3C(=O)CCC3=O)c2)cc1
  A: i; B: 0.4; C: -1.3; D: 67

3 compounds from above with just Myeloid diff 2.
| no. | canonical_smiles | Myeloid diff 2 |
| --- | --- | --- |
| 36 | Cc1ccc(OCCNC(=O)c2ccccc2OCc2c(C)noc2C)cc1 | i |
| 37 | O=C(CN1C(=O)NC2(CCCCC2)C1=O)Nc1cc(C(F)(F)F)ccc1N1CCCC1 | i |
| 38 | CCN(CC(=O)NCc1cccs1)C(=O)/C=C/c1cc(OC)c(OC)c(OC)c1 | i |

(further entries)
Codes: A = Myeloid diff 2; B = Myeloid diff 2 GFP+ MAC1+ %; C = NTR1 ag; D = NTR1 ag cell count 20 µM
[46] CCCn1c(N)c(C(=O)CSc2ncnc3sccc23)c(=O)n(C)c1=O
  A: i; B: 1.0; C: 2.4; D: 59

[47] Nc1c(C(=O)CSc2nnnn2-c2ccc(O)cc2)c(=O)[nH]c(=O)n1C1CC1
  A: i; B: 0.6; C: 0.2; D: 60

[48] Cc1ccc(C)c(S(=O)(=O)NCC(=O)OCC(=O)Nc2sccc2C(N)=O)c1
  A: i; B: 0.6; C: 1.0; D: 55

[49] O=C(NC[C@@H]1CC[C@@H](Cc2ccc(-c3ccccc3)cc2)O1)Nc1ccc(Br)cc1
  A: i; B: 0.4; C: 6.0; D: 58

[50] CCN1C(=O)[C@H]2[C@H]3CN=C(SCc4ccccc4)N3[C@@](C)(C(=O)OC)[C@H]2C1=O
  A: i; B: 1.5; C: 1.1; D: 51

[51] COc1ccc2[nH]c3c(c2c1)CCN1C(=O)C(CC(=O)NCCCn2ccnc2)C[C@H](C(=O)N2CCOCC2)[C@@]31C (stereo partly drawn)
  A: i; B: 1.2; C: 2.7; D: 51

[52] C=CCN1C(=O)[C@H]2CCC=C[C@H]2[C@@H]1c1cccc(C)c1
  A: i; B: 0.6; C: 1.3; D: 50

[53] CCN(CC)C(=O)[C@H]1C[C@H](CC(=O)NCCCn2ccnc2)C(=O)N2CCc3c([nH]c4cc(-c5ccco5)ccc34)[C@]12C
  A: i; B: 0.5; C: -0.8; D: 53

[54] Cn1nc(C(=O)NNC(=O)c2ccccc2Br)c2ccccc2c1=O
  A: i; B: 0.4; C: 0.0; D: 47

[55] CCOC(=O)N1CCN(CC(=O)NC(=O)Nc2ccc3c(c2)OCCO3)CC1
  A: i; B: 1.1; C: -0.3; D: 54

[56] O=C(CCNS(=O)(=O)c1ccccc1C(F)(F)F)NC1CCCCCC1
  A: i; B: 1.1; C: 0.2; D: 70

[57] CCOC(=O)c1c(NC(=O)COC(=O)CCNS(=O)(=O)c2ccccc2)sc(C(=O)N(C)C)c1C
  A: i; B: 0.8; C: 0.7; D: 57

[58] Cc1ccccc1C(=O)OCC(=O)NCC1COc2ccccc2O1 (stereo not drawn)
  A: i; B: 0.3; C: 0.8; D: 62

[59] COc1ccccc1CNC(=O)COC(=O)c1c[nH]c2ccccc12
  A: i; B: 1.3; C: 0.9; D: 62

[60] COc1ccc(OCCOC(=O)C(C)NS(=O)(=O)c2ccc(NC(C)=O)cc2)cc1 (stereo not drawn)
  A: i; B: 2.0; C: -0.3; D: 84

Further compounds.
Codes: A = Myeloid diff 2; B = Myeloid diff 2 GFP+ MAC1+ %; C = NTR1 ag; D = NTR1 ag cell count 20 µM
[61] CN1C(=O)N(CC(=O)N2CCN(c3ncccn3)CC2)C(=O)C12CCCCC2
  A: i; B: 0.5; C: -0.7; D: 66

[62] COCC(C)n1c(C)cc(C(=O)COc2ccc(N(C)S(=O)(=O)c3ccc(NC(C)=O)cc3)cc2)c1C (stereo not drawn)
  A: i; B: 0.3; C: 1.9; D: 61

[63] COc1ccc2oc(C(=O)OCC(=O)NCc3ccc(OC)c(OC)c3)c(C)c2c1
  A: i; B: 1.6; C: 3.3; D: 54

[64] CC(OC(=O)CNC(=O)c1ccccc1)C(=O)Nc1ccc(S(=O)(=O)N2CCOCC2)cc1 (stereo not drawn)
  A: i; B: 0.3; C: 0.2; D: 83

[65] COc1ccccc1NS(=O)(=O)c1cccc(C(=O)N2CCCCCC2)c1
  A: i; B: 1.1; C: 1.7; D: 50

[66] COc1cc2sc(-c3ccccc3OC)c(-c3ccc(OCCN4CCOCC4)cc3)c2cc1OC
  A: i; B: 2.1; C: 14; D: 54

[67] Cc1ccc(S(=O)(=O)N2CCCCC2)cc1NC(=O)CCNC(=O)c1ccc([N+](=O)[O-])cc1
  A: i; B: 0.8; C: 0.3; D: 69

[68] CC1CCC(NS(=O)(=O)c2ccc(Cl)s2)CC1 (stereo not drawn)
  A: i; B: 1.2; C: 3.1; D: 59

[69] COc1ccc(C(=O)NCC(=O)OCc2c(Cl)cccc2Cl)cc1OC
  A: i; B: 0.6; C: 0.9; D: 67

[70] Cc1ccc(C(CNS(=O)(=O)c2cc(F)ccc2F)N2CCN(C)CC2)cc1 (stereo not drawn)
  A: i; B: 1.0; C: 0.0; D: 53

[71] CCN1C(=O)[C@H]2[C@@H](c3ccc(-c4cccc(Cl)c4)c(OC)c3)N[C@@](CC(C)C)(C(=O)OC)[C@H]2C1=O
  A: i; B: 0.4; C: 0.5; D: 38

[72] O=C(O)C1=C[C@@H](c2ccccc2)C[C@@H](OCCCCO)O1
  A: i; B: 1.8; C: -0.5; D: 57

[73] CCN(CC)C(=O)[C@H]1CC(CC(=O)NCCC2=CCCCC2)C(=O)N2CCc3c([nH]c4ccc(OC)cc34)[C@]12C (stereo partly drawn)
  A: i; B: 0.3; C: 1.2; D: 41

[74] CC(C)(C)NC(=O)C[C@H]1C[C@H](C(=O)N2CCCCC2)[C@@]2(CCc3ccccc3)c3[nH]c4cc(-c5ccco5)ccc4c3CCN2C1=O
  A: i; B: 0.7; C: 6.8; D: 57
